# PP5 inh: blocks human protein phosphatase 5 activity | purified PP5c, OMFP substrate fluorescence | 320,000 compounds, 0.18% hits | AID 1987 | inhibition, % at 6.7 µM;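 active means inhibition above the campaign's mean inhibition across all tested compounds plus 3 SD, cut at about 9.5% in these data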;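 further: 0% = DMSO only and 100% = 100 µM cantharidin control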
# GASC-1 inh: blocks human GASC-1 demethylase activity; inhibition, % at 2.35 µM; Q9H3R0; 330,000 compounds, 0.069% hits; AID 2099; GST-JMJD2C(1-420) H3K9me3 demethylation, DELFIA europium;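 active means more than half of a compound's replicate wells show inhibition beyond 50%, single wells judged on their own value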;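 further: signal counts dimethyl H3K9 product captured on neutravidin plate; 0% = median of DMSO wells and 100% = 0.3 times that DMSO median; strong numbers were not always called active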
# HCV core dimer: blocks dimerization of HCV core protein | TR-FRET GST/Flag-core106 dimerization, 1536-well | inhibition, % at 5 µM | 300,000 compounds, 0.33% hits | AID 1899;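 active means inhibition above the mean of all tested compounds plus 3 SD, set per screening campaign, cut at about 45% in these data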
#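 Assay system: tagged HCV core106 pair (GST and Flag); medium: KF-containing HEPES buffer, pH 7.45, DTT, CHAPS, BSA; also added: Eu donor and XL665 acceptor anti-tag antibodies; dosing: 5 µM single dose; timing: compound-protein-antibody incubation 4 h at 22.5 °C; signal: TR-FRET 671 and 617 nm emission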
# GRK2 aptamer HTS: blocks RNA aptamer binding to human GRK2. inhibition of aptamer binding, % at 10 µM. 330,000 compounds, 0.59% hits. P25098. bead flow cytometry, FAM-aptamer displacement from GRK2;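 active means inhibition of aptamer binding above 40%, roughly 3 SD of noise, on plates passing a quality check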;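 further: median bead fluorescence of bound FAM aptamer so fluorescent compounds give negative values; no value below 0 was filed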
# PP1 counter: counter-screen for PP5 inhibitors: inhibitors of human PP1-alpha; P62136; purified PP1alpha, OMFP fluorescence; inhibition, % at 6.7 µM; 320,000 compounds, 0.9% hits;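 active means inhibition above the mean inhibition of all tested compounds plus 3 SD, computed separately for each screening campaign, cut at about 15% in these data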
# Target sequence (P62136 whole entry, looked up): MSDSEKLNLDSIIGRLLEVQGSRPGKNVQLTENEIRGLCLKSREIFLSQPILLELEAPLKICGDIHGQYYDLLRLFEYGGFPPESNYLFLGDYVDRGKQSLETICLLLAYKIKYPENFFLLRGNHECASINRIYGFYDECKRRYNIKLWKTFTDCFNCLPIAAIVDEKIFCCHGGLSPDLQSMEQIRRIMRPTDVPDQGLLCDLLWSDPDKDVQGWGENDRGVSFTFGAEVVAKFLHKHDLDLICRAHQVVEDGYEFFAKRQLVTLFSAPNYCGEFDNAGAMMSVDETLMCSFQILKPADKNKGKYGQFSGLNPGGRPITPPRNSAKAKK
# CTSL1 counter: cathepsin L1 inhibition, PFM18AAP counter-screen | recombinant F. hepatica cathepsin L1, Z-Leu-Arg-MCA fluorescence | inhibition, % at 5.96 µM | 300,000 compounds, 0.49% hits | AID 1906;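 active means inhibition above the mean of all tested compounds plus 3 SD, set per screening campaign, cut at about 17% in these data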;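 further: 0% = plate median of test compound wells and 100% = 1 µM Z-Phe-Ala-diazomethylketone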
# proCasp3 act: activators of human procaspase-3. P42574. recombinant procaspase-3 D3A, Ac-DEVD-pNA absorbance 405 nm. activation, % at 8.5 µM. 330,000 compounds, 0.11% hits;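 active means activation above the mean of all tested compounds plus 3 SD, cut at about 21% in these data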;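 further: 0% = DMSO alone and 100% = DMSO wells spiked with extra 5 µM PC-3 D3A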
# Target sequence (P42574 whole entry D9A/D28A/D175A): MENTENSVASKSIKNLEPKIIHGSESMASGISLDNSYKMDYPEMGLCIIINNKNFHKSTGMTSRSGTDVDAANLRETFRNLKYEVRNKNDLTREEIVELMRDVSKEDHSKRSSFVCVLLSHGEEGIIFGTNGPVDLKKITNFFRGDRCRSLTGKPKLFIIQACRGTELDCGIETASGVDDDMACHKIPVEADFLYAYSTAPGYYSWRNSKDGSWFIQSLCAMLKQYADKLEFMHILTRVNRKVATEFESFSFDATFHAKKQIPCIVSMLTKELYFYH
#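 Evaluation: percent activation relative to control range; Material: Procaspase-3 D3A mutant, all three cleavage aspartates alanine; Compound: single dose, 8.5 µM nominal compound, 0.8% DMSO; Replication: one well per compound; Signal: absorbance at 405 nm, 0 and 120 min; Schedule: 1 h preincubation plus 2 h reaction at 25 °C.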
# proCasp7 act: counter-screen: procaspase-7 (human) activation | recombinant procaspase-7, Ac-DEVD-pNA absorbance 405 nm; D23A/D198A/D206A triple mutant, cannot self-cleave; scale: DMSO 0, 5 µM enzyme 100 | 330,000 compounds, 0.093% hits | activation, % at 8.5 µM;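 active means percent activation above the screen-wide mean plus 3 SD, cut at about 25% in these data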
# Target sequence (P55210 whole entry D23A/D198A/D206A): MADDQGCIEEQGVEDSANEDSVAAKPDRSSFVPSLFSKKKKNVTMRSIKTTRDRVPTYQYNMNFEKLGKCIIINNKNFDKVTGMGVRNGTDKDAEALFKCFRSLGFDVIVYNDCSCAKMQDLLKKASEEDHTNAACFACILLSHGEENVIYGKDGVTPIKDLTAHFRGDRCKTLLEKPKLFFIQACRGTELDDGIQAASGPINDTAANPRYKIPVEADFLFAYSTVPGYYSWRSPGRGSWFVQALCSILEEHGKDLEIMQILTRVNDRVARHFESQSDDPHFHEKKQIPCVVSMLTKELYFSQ
#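 Assay system: Uncleavable procaspase-7 mutant enzyme | Input: 2 µM procaspase-7 mutant as dispensed | Timing: 1 h compound preincubation, 2 h substrate cleavage, 25 °C | Repeats: One well per compound | Control set: DMSO wells as 0%, DMSO with 5 µM added PC-7 as 100% | Technique: Epi-absorbance of released pNA at 405 nm, two timepoints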
# VLA-4 inh: inhibition in a human VLA-4 binding assay. P13612. VLA-4 expressing cells, ligand binding flow cytometry. inhibition, % (about 7 µM as worked out from the volumes in the protocol). 330,000 compounds, 0.2% hits. AID 2557; in the data active means inhibition above about 50%
# * = called active by the depositor.
1	O=C(NC(NC1CCS(=O)(=O)C1)C(Cl)(Cl)Cl)c1cccc(Cl)c1 (configuration not stated)
2	COCC1CCN(C(=O)C2CCC(=O)N(Cc3cccc(F)c3)C2)CC1 (configuration not stated)
3	O=c1[nH]c(CN2CCN(c3ccccc3)CC2)nc2ccccc12
4	CCc1nnc(NC(=O)CSc2ccc(-c3ccco3)nn2)s1
5	COc1ccc(/C=N/Nc2nncn2N)cc1Br
6	COCCC(=O)N1CCC(Oc2ccc(C(=O)NC3Cc4ccccc4C3)cc2)CC1
7	CC1(C)CC(=O)CC2(C1)NCC(c1ccccc1)c1c2[nH]c2ccccc12 (configuration not stated)
8	O=c1c(Cc2ccc(F)cc2)c(O)ccn1Cc1ccc(Cl)cc1Cl

assay / compound	1	2	3	4	5	6	7	8
PP5 inh	1.1	0.9	1.2	-1.2	0.2	-1.8	-0.2	2.1
GASC-1 inh	5.6	-1.1	3.9	20.6	7.5	5.3	-4.2	3.0
HCV core dimer	0.9	-0.6	1.1	13.4	-3.9	-3.3	-3.2	1.3
GRK2 aptamer HTS	51.0*	0.0	0.0	10.0	0.0	0.0	2.0	1.0
PP1 counter	-2.2	-3.2	0.3	-3.8	1.6	0.1	-2.4	3.2
CTSL1 counter	-0.5	-2.4	-0.1	-0.8	1.9	-0.3	5.4	-3.1
proCasp3 act	3.2	6.5	0.2	-4.4	-11.2	2.8	-3.0	0.9
proCasp7 act	-1.6	12.4	-0.2	-11.6	-28.7	12.1	-2.2	1.7
VLA-4 inh	6.6	1.2	19.8	-0.5	-2.3	-4.9	1.8	6.3

9	COc1ccc(C(O)c2nccn2C)cc1 (configuration not stated)
10	Nc1cccnc1Oc1ccc(F)cc1
11	CC(C)CNS(=O)(=O)c1ccc(CCC(=O)N2CCCC2)cc1
12	Cc1cc2occ(CC(=O)NC3CCCc4ccccc43)c2cc1C (configuration not stated)
13	O=C(NCc1ccccc1Cl)c1ccc2c(=O)n(CC3CCCO3)c(=S)[nH]c2c1 (configuration not stated)
14	O=C(Cn1cc(C(=O)C(F)(F)F)c2ccccc21)Nc1ccccc1F
15	Cc1cccc(CCNc2nc3ccccc3n3nnnc23)c1
16	COc1ccc(O)c(/C=N/NS(=O)(=O)c2ccc(C)cc2)c1

assay / compound	9	10	11	12	13	14	15	16
PP5 inh	-1.8	-1.4	0.0	4.1	1.8	-0.5	1.3	0.1
GASC-1 inh	-4.5	0.0	5.6	9.5	-27.2	-8.3	3.0	3.4
HCV core dimer	0.1	-1.8	1.8	4.6	12.7	0.8	4.0	2.3
GRK2 aptamer HTS	2.0	0.0	0.0	0.0	0.0	2.0	1.0	0.0
PP1 counter	-4.8	0.2	-2.2	1.0	0.3	0.5	1.0	-11.2
CTSL1 counter	0.6	-5.0	0.2	2.0	-0.8	-3.2	-5.7	-2.2
proCasp3 act	3.9	-1.2	-3.0	1.6	7.1	3.3	-0.4	1.0
proCasp7 act	-0.2	13.0	5.9	4.8	8.9	2.7	-1.7	11.1
VLA-4 inh	5.1	2.2	4.9	-0.3	7.4	-5.0	14.9	5.2

17	CCC(C(=O)NC1CCCCC1)n1c(SCc2cccc(C)c2)nc2ccncc21 (configuration not stated)
18	Cc1cccc(NC(=S)NC(=O)CCc2ccccc2)c1
19	COc1ccc(NC(=O)Cn2c(=O)n(CC3CCCO3)c(=O)c3cc(OC)c(OC)cc32)c(OC)c1 (configuration not stated)
20	Cc1ccc(N2C(=O)CSC23C(=O)Nc2ccccc23)cc1 (configuration not stated)
21	CCC(C)NC(=O)c1ccccc1NC(=O)C1COc2ccccc2O1 (configuration not stated)
22	CCN(CCC(=O)Nc1cc(OC)cc(OC)c1)Cc1ccccc1
23	O=C(O)[C@H]1CCCC[C@H]1C(=O)Nc1cc([N+](=O)[O-])ccc1F
24	O=C(O)/C=C/C(=O)NNC(=O)c1ccccc1Br

assay / compound	17	18	19	20	21	22	23	24
PP5 inh	4.6	6.2	3.0	-1.4	2.0	2.6	1.0	1.0
GASC-1 inh	158.9	-2.3	-12.1	-49.0	-7.8	-17.5	0.4	2.0
HCV core dimer	-19.9	3.7	-1.2	-3.5	12.1	2.6	7.4	3.6
GRK2 aptamer HTS	0.0	3.0	9.0	7.0	0.0	0.0	0.0	0.0
PP1 counter	1.3	0.9	-3.2	-1.7	3.0	-4.7	-3.1	-1.9
CTSL1 counter	-1.8	2.5	-4.3	-1.9	0.1	-2.8	3.9	-2.5
proCasp3 act	0.7	-6.6	2.6	3.8	-6.8	-0.9	3.1	-12.5
proCasp7 act	12.5	-3.7	-2.5	7.3	-1.2	0.9	-1.4	4.3
VLA-4 inh	8.0	10.7	29.7	6.8	23.9	-30.9	-18.4	-4.0

25	CCc1nnc(N2C(=O)c3cccc4cccc(c34)C2=O)s1
26	Cc1ccccc1CN1CCN(CC2CC2)CC1CCO (configuration not stated)
27	COc1ccc(CCNC(=O)c2ccc3nc(-c4ccco4)c(-c4ccco4)nc3c2)cc1OC
28	CCOc1ccccc1NC(=O)CCC(=O)Nc1ccccc1OCC
29	Cc1ccccc1NC(=O)CN1C(=O)S/C(=C\c2cccn2-c2cccc(C(=O)O)c2)C1=O
30	O=C(c1ccc(Cl)c(S(=O)(=O)NCc2ccco2)c1)N1CCN(c2ccc(F)cc2)CC1
31	COc1cccc(/C=C/C(=O)OCC(=O)Nc2cccc(S(=O)(=O)N3CCOCC3)c2)c1OC
32	COc1cccc(C(=O)NCCSCc2c(F)cccc2Cl)c1

assay / compound	25	26	27	28	29	30	31	32
PP5 inh	-0.9	0.8	1.9	2.2	3.7	2.5	-0.5	4.3
GASC-1 inh	-4.0	2.9	22.0	23.4	-5.5	2.0	-1.2	19.4
HCV core dimer	6.5	1.9	57.4*	-4.6	13.5	2.2	3.9	-0.2
GRK2 aptamer HTS	0.0	0.0	4.0	0.0	1.0	0.0	5.0	0.0
PP1 counter	-3.2	-3.7	10.2	1.2	1.3	6.4	-1.3	4.2
CTSL1 counter	2.8	-0.6	1.8	-2.4	0.0	-0.4	-4.5	6.0
proCasp3 act	-5.2	7.1	-13.5	4.2	-4.1	-2.8	-2.4	-1.9
proCasp7 act	8.6	-4.4	-23.7	0.7	9.7	6.2	-1.6	0.4
VLA-4 inh	-24.0	2.2	-7.1	-5.1	7.2	-0.2	5.2	12.1

33	O=C(CSc1nnc(CNc2ccc(F)cc2)o1)c1ccccc1
34	Cc1cc(Br)ccc1OCCn1ccnc1
35	COc1cc2nc(N(CCN(C)C)C(=O)c3ccc4ccccc4c3)sc2cc1OC
36	Cc1cc(C)cc(N(C(=O)c2cc3ccccc3oc2=O)C2C=CS(=O)(=O)C2)c1 (configuration not stated)
37	CN(C(=O)c1ccncc1)C1CCS(=O)(=O)C1 (configuration not stated)
38	Cc1ccc(S(=O)(=O)N2CC(C)N(S(C)(=O)=O)C2)cc1 (configuration not stated)
39	Cc1c(N=C2NC(=O)C(CC(=O)Nc3ccc(Cl)cc3)S2)c(=O)n(-c2ccccc2)n1C (configuration not stated)
40	C=CCOc1ccc(C2/C(=C(\O)c3ccc4c(c3)CC(C)O4)C(=O)C(=O)N2CCN2CCOCC2)cc1OCC (configuration not stated)

assay / compound	33	34	35	36	37	38	39	40
PP5 inh	2.0	0.6	-2.7	3.6	0.8	-2.7	1.2	3.3
GASC-1 inh	4.4	10.4	-19.9	4.3	5.3	-12.8	0.6	-4.8
HCV core dimer	0.0	1.7	0.5	-10.7	-4.6	-15.2	2.3	5.1
GRK2 aptamer HTS	0.0	3.0	0.0	0.0	2.0	0.0	0.0	3.0
PP1 counter	-2.7	2.4	6.0	2.4	-2.8	2.1	-1.1	3.4
CTSL1 counter	-3.9	-5.1	-1.8	0.7	2.8	-8.8	0.9	-4.1
proCasp3 act	-0.1	-1.8	-9.1	-2.5	7.7	-3.4	-0.9	-21.6
proCasp7 act	-3.5	-5.1	5.1	6.3	-0.9	7.2	2.5	-91.7
VLA-4 inh	-1.6	-1.5	11.8	7.8	3.6	1.9	-0.2	2.8

# A portion taken from the entries so far:
1	O=C(NC(NC1CCS(=O)(=O)C1)C(Cl)(Cl)Cl)c1cccc(Cl)c1 (configuration not stated)
2	COCC1CCN(C(=O)C2CCC(=O)N(Cc3cccc(F)c3)C2)CC1 (configuration not stated)
3	O=c1[nH]c(CN2CCN(c3ccccc3)CC2)nc2ccccc12
4	CCc1nnc(NC(=O)CSc2ccc(-c3ccco3)nn2)s1
5	COc1ccc(/C=N/Nc2nncn2N)cc1Br
6	COCCC(=O)N1CCC(Oc2ccc(C(=O)NC3Cc4ccccc4C3)cc2)CC1
7	CC1(C)CC(=O)CC2(C1)NCC(c1ccccc1)c1c2[nH]c2ccccc12 (configuration not stated)

assay / compound	1	2	3	4	5	6	7
PP5 inh	1.1	0.9	1.2	-1.2	0.2	-1.8	-0.2
GASC-1 inh	5.6	-1.1	3.9	20.6	7.5	5.3	-4.2
HCV core dimer	0.9	-0.6	1.1	13.4	-3.9	-3.3	-3.2
GRK2 aptamer HTS	51.0*	0.0	0.0	10.0	0.0	0.0	2.0
PP1 counter	-2.2	-3.2	0.3	-3.8	1.6	0.1	-2.4
CTSL1 counter	-0.5	-2.4	-0.1	-0.8	1.9	-0.3	5.4
proCasp3 act	3.2	6.5	0.2	-4.4	-11.2	2.8	-3.0
proCasp7 act	-1.6	12.4	-0.2	-11.6	-28.7	12.1	-2.2
VLA-4 inh	6.6	1.2	19.8	-0.5	-2.3	-4.9	1.8

# (listing goes on)
41	CC(C)(C)[C@H]1C=C(C(=O)N2CCN(Cc3ccccc3)CC2)O[C@@H](OCCCCO)C1
42	CCn1nc(C)c(NC(=O)/C=C/c2ccc(OC)c(COc3ccc(Cl)cc3Br)c2)c1C
43	Cc1ccc(-c2cc(C(=O)Nc3c(C#N)cnn3C)no2)cc1
44	CN(Cc1ccccc1)Cc1nc2c([nH]1)c(=O)[nH]c(=O)n2C
45	O=C(CSc1nnnn1-c1ccc(F)cc1)Nc1ccc(N2CCOCC2)c(Cl)c1

assay / compound	41	42	43	44	45
PP5 inh	0.0	1.9	-1.1	-3.7	8.4
GASC-1 inh	-2.4	-2.2	12.6	-4.0	5.2
HCV core dimer	1.7	11.3	1.0	2.4	3.6
GRK2 aptamer HTS	1.0	3.0	0.0	1.0	6.0
PP1 counter	3.1	6.0	-4.3	-1.5	-1.2
CTSL1 counter	-1.7	-1.1	-0.2	0.5	-1.9
proCasp3 act	5.3	-0.7	12.3	1.6	8.5
proCasp7 act	3.7	4.1	3.9	-0.9	4.8
VLA-4 inh	19.9	7.1	3.1	11.0	-4.0

# From PubChem BioAssay
